From PubChem
BaF3 tox – reduces parental Ba/F3 cell viability, JAK2V617F counter-screen. CellTiter-Glo ATP luminescence. inhibition, % at 5.6 µM. actives 1.1% (n = 220,000). AID 1486;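 active = inhibition above a per-campaign cutoff, the mean inhibition of all tested compounds plus 3 SD, cut at about 27% in these data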;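 also: 0% = DMSO wells and 100% = JAK Inhibitor I control wells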
RBBP9 inh – inhibitors of human serine hydrolase RBBP9. O75884. recombinant RBBP9, FP-Rh probe fluorescence polarization. inhibition, % at 7.94 µM. actives 0.2% (n = 220,000). AID 1515;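 active = inhibition above the campaign mean of all tested compounds plus 3 SD, cut at about 14% in these data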;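 also: plate controls were DMSO wells with RBBP9 for no effect and wells lacking RBBP9 protein for full effect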
Target sequence (O75884 whole entry, looked up): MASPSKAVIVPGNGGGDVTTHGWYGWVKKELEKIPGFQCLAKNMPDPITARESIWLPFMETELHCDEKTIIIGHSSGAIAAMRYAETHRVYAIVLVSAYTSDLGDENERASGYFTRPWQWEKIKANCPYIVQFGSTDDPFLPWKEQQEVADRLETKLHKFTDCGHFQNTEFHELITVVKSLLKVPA
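Measured by: FP readout at 525/598 nm; material: recombinant human RBBP9; also added: Serine-hydrolase probe FP-Rh, 375 nM pre-mixing; medium: Tris buffer pH 8.0, NaCl, Pluronic; replication: one well per compound; doses: one concentration, 7.94 µM nominal, 0.794% DMSO; timing: preincubation 30 min plus labeling 45 min at 25 °C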
NCF1 inh – p47phox (human) inhibition; p47phox/p22phox peptide binding, fluorescence polarization, 2 h; inhibition, % at 24.7 µM; actives 0.53% (n = 220,000); P14598;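 active = inhibition above about 30%, limit read from the data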;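 also: 0% = p47phox with labelled peptide and 100% = labelled peptide alone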
Furin inhibitor – inhibitors of human furin | P09958 | purified furin, fluorogenic substrate cleavage | inhibition, % at 30 µM | actives 0.061% (n = 220,000); in the data active = inhibition above about 25%; also: inactives centre near -15
Target sequence (P09958 108-714 limits assumed): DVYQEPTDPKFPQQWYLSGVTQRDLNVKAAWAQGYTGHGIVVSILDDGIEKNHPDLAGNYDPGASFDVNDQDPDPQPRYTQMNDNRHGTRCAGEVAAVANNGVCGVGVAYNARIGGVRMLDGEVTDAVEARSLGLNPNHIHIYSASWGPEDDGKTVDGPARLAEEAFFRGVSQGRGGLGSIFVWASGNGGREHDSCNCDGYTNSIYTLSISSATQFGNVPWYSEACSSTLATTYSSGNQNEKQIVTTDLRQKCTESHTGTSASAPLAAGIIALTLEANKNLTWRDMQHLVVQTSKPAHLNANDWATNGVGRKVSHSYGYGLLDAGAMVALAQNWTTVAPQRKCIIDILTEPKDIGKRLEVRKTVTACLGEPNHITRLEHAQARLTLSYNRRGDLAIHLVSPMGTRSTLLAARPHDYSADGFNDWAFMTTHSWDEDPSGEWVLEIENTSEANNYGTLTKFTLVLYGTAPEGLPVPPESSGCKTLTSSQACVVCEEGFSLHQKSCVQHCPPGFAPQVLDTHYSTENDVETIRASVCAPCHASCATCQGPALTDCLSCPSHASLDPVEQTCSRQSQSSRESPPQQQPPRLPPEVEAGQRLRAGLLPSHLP
EP2 antag – blocks the human prostaglandin E2 receptor EP2; P43116; C6 glioma cells expressing human EP2, cAMP TR-FRET; cells stimulated with saturating PGE2; inhibition, % at 25 µM; actives 0.52% (n = 260,000); AID 1422;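 active = percent inhibition above 40 after rounding to a whole number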;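 also: rat C6 glioma host cells with rolipram phosphodiesterase inhibitor present; the protocol text gives 20 µM as final concentration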
Ba/F3 V617F tox – lowers viability of Ba/F3 cells expressing EpoR and JAK2V617F; ATP luminescence; actives 1.1% (n = 220,000); inhibition, % at 5.6 µM;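 active = inhibition above the campaign mean plus 3 SD over all tested compounds, cut at about 24% in these data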;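 also: cytokine-independent growth of Ba/F3 cells driven by EpoR plus mutant JAK2; 0% = DMSO-treated cells and 100% = JAK inhibitor I control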
p97 ATPase inh – inhibitors of human p97 ATPase | actives 0.42% (n = 220,000) | inhibition, % at 8 µM | recombinant p97 ATPase, Kinase-Glo ATP luminescence, 3 h; in the data active = inhibition above about 15%;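 also: 0% = DMSO vehicle and 100% = wells lacking enzyme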
PPC-1+TRAIL kill – compounds killing PPC-1 cancer cells with TRAIL present (potentiator screen, no TRAIL-free arm). actives 0.41% (n = 220,000). PPC-1 cells + TRAIL, ATPLite viability luminescence. cell killing (% activity), % at 4 µM;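 active = cell killing above 50% in the first pass at 4 µM, then a duplicate retest at 5 µM averaging 50% or more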;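 also: plate controls were cells with TRAIL plus DMSO for no effect and medium-only wells lacking cells for full effect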
TbHK1 inh – blocks Trypanosoma brucei hexokinase 1 activity. recombinant TbHK1, G6PDH-coupled NADH A340. inhibition, % at 10 µM. actives 0.11% (n = 220,000). AID 1430;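 active = inhibition of 50% or more in the single-dose primary screen; inactive = inhibition below 50%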
Starred values were filed as active, the others as inactive; nt = no result given; [ ] = dose if it differs, or a comment. Only part of the results is shown; rates above refer to the full screens.

SMILES | BaF3 tox | RBBP9 inh | NCF1 inh | Furin inhibitor | EP2 antag | Ba/F3 V617F tox | p97 ATPase inh | PPC-1+TRAIL kill | TbHK1 inh
COc1ccc2[nH]cc(CCNC(=O)C3CCCNC3=O)c2c1 (stereo unspecified) | 3 | -3 | -4 | -14 | 10 | -3 | -1 | 0 | -16
CCN(CCO)Cc1csc2ccc(Cl)cc12 | 5 | -6 | -5 | -22 | 0 | 0 | 1 | 6 | 6
CC(=O)c1c(N2CCN(Cc3ccccc3)CC2)nc(=S)n(-c2ccccc2)c1C | 10 | -2 | -11 | -7 | 6 | 4 | -4 | 12 | -4
Cc1ccc(Nc2nc(N)c(C#N)c(CC#N)c2C#N)cc1 | 5 | -6 | -20 | 5 | 7 | 4 | 1 | 6 | -34
CC(C)NC(=O)c1ccc(CS(=O)(=O)c2ccc(Br)cc2)o1 | 0 | -10 | -18 | -26 | 14 | -2 | 3 | -25 | -4
O=C(OCc1ccccc1F)c1ccc2c(c1)-c1ccccc1C2=O | 1 | -3 | -3 | -13[20 µM] | 5 | 1 | 2 | 8 | 8
Cc1[nH]c(=O)[nH]c(=O)c1S(=O)(=O)Nc1ccc(Oc2ccccc2)cc1 | 2 | -8 | -9 | -15[20 µM] | 10 | 2 | 2 | 2 | -1
CCOc1cc(N2CCOCC2)c(OCC)cc1NC(=O)CCC1CCCC1 | 8 | -2 | -7 | -23 | 10 | -1 | -3 | 8 | -1
CN1C(=O)CC(Sc2ncccc2C(=O)O)C1=O (stereo unspecified) | -1 | -5 | -6 | -4[20 µM] | 8 | -1 | 2 | 2 | 2
COC(=O)c1ccc(NC(=O)Cc2ccc(F)cc2)cc1 | 5 | -1 | -3 | -33 | 8 | 2 | -3 | 0 | -4
N#Cc1ccccc1Cn1c(=O)n(C2CCCC2)c(=O)c2ccccc21 | 6 | -4 | -9 | -10[20 µM] | 12 | 2 | -7 | 16 | 1
CC(C)C(=O)N1CCN(c2ccc(NC(=O)c3ccc4c(c3)OCCO4)cc2Cl)CC1 | 7 | -5 | -9 | -13[20 µM] | 11 | 2 | 1 | 27 | -5
COc1cccc(-c2nc(CS(=O)CC(=O)NCc3ccc4c(c3)OCO4)c(C)o2)c1 (stereo unspecified) | 5 | -6 | -3 | -32 | 11 | -1 | -5 | -15 | -9
C/C(=N\NC(=S)Nc1ccccc1C)C1Cc2ccccc2C(=O)O1 (stereo unspecified) | -2 | 5 | -2 | -24 | 8 | -3 | 0 | 1 | 1
CN(Cc1ccccc1)C(=O)[C@H]1CCC(=O)N1Cc1ccco1 | 2 | -6 | -5 | -16[20 µM] | nt | -1 | 1 | 7 | 14
C/C(=N/OC(=O)c1c(-c2ccccc2Cl)noc1C)c1cnccn1 | 0 | -2 | 17 | -18 | 9 | -1 | 1 | 25 | -7
COc1ccc(CC(=O)Nc2ccc(S(=O)(=O)NCC3CCCO3)cc2)cc1 (stereo unspecified) | 3 | -7 | 1 | -19[20 µM] | 0 | -5 | 3 | 18 | -4
CC(C)CCN1CCN(Cc2ccc(Oc3ncccn3)cc2)CC1CCO (stereo unspecified) | 0 | -3 | -6 | -14 | 1 | -4 | 1 | 11 | 1
COc1ccc(-c2nn[nH]n2)cc1OC | -2 | -5 | 11 | 9[20 µM] | 11 | -4 | 1 | 8 | 2
Cc1cc(C)c(NC(=O)/C=C\C(=O)O)c([N+](=O)[O-])c1 | 4 | 6 | -1 | -19[20 µM] | 16 | -2 | 1 | -2 | 0
CC1=C(C(=O)OCC2CCCO2)C(c2coc3ccc(Cl)cc3c2=O)C2=C(CCCC2=O)N1 (stereo unspecified) | 9 | 0 | -19 | -15 | 6 | 1 | 2 | -1 | -1
C[N+](C)(C)CCCN(Cc1ccc2c(c1)OCO2)C(=O)NC1CCCCC1 | 1 | -5 | 6 | -27 | 6 | -2 | 2 | 12 | -3
CCCc1[nH]nc2c1C1(CCOC1C)C(C#N)=C(N)O2 (stereo unspecified) | 4 | -5 | 5 | -7 | 7 | 4 | -4 | 10 | 14
Cc1cc(NS(=O)(=O)c2ccc(NC(=S)NC(=O)c3cccnc3)cc2)no1 | 4 | 1 | 2 | -9 | 15 | 0 | 3 | -7 | -2
CCn1c(=O)n(CCc2ccccc2)c(=O)c2c3c(sc21)CCCC3 | 2 | 3 | -7 | -19[20 µM] | 9 | -4 | 1 | 14 | 27
O=C1CC(C(=O)N2CCN(c3ccc(F)cc3)CC2)CN1CCc1ccccc1 (stereo unspecified) | 2 | -12 | -12 | -24 | 11 | 1 | -6 | -4 | -5
COc1ccc(OC)c(CCNC(=O)CS(=O)(=O)Cc2nc(-c3ccc(C)cc3)oc2C)c1 | 1 | 1 | -2 | -12 | 2 | -2 | 1 | 12 | -5
CCC(=O)N1CCN(c2ccccc2NC(=S)NC(=O)c2cccc([N+](=O)[O-])c2)CC1 | 1 | 5 | -5 | -21 | 7 | -2 | 1 | -8 | -2
COC(=O)C1C(=O)C2=C(CC1C)NC(C)=C(C(=O)OCCOc1ccccc1)C2c1ccc(C)o1 (stereo unspecified) | 3 | -6 | -11 | -6[20 µM] | 10 | 0 | -1 | -5 | -15
C[C@H]1CCC[C@]2(O[C@@H](CCO)C[C@H](O)[C@H]2O)O1 | 4 | -5 | 7 | -18 | 9 | -6 | 11 | 9 | 1
CCS(=O)(=O)N1Cc2ccccc2CC1C(=O)NC(C)C12CC3CC(CC(C3)C1)C2 (stereo unspecified) | 7 | -4 | -5 | -19[20 µM] | 11 | 2 | -10 | -3 | -17
CC(=O)Nc1ccc(S(=O)(=O)Nc2nc(CN3CCOCC3)nc3sc4c(c23)CCCC4)cc1 | 2 | -2 | -11 | -15[20 µM] | 16 | -5 | 3 | 29 | -15
CN(C)c1ccc(-c2nnc(SCC3CCCO3)n2C)cc1 (stereo unspecified) | 3 | 2 | 3 | -29 | 6 | -5 | 6 | 16 | -7
N=c1n(CC(=O)c2ccc([N+](=O)[O-])cc2)c2ccccc2n1Cc1ccc(Cl)cc1 | 1 | -4 | -3 | -14 | 9 | -4 | 5 | 0 | 17
Cc1cc(Nc2ccccc2C(=O)O)nc2nc3ccccc3c(=O)n12 | 4 | -10 | -6 | -19 | 0 | 3 | -11 | 19 | -4
O=C(c1nc2ccccc2s1)N1CCSCC1 | -1 | -4 | 1 | -11[20 µM] | 15 | -4 | -1 | 16 | 3
O=C(Cn1c(=O)n(CCCC(=O)NC2CCCC2)c(=O)c2ccccc21)NCCC1=CCCCC1 | 1 | -7 | -10 | -21 | 12 | -1 | -1 | 10 | 2
CC(C)CCN1CCN(Cc2cccn2-c2nccs2)CC1CCO (stereo unspecified) | 5 | -8 | -3 | -15 | 5 | 0 | 0 | 13 | 4
Cc1ccc(OC(=S)Nc2ccccc2)c(C)c1 | 2 | 5 | -11 | -20[20 µM] | 9 | 0 | 8 | 5 | 4
COc1ccc(-c2n[nH]c(=S)n2-c2ccc3c(c2)OCCO3)cc1 | 3 | -8 | -2 | -15 | 9 | 0 | 0 | 23 | -2

Reformatted tab-delimited: part of the list above.
SMILES	BaF3 tox	RBBP9 inh	NCF1 inh	Furin inhibitor	EP2 antag	Ba/F3 V617F tox	p97 ATPase inh	PPC-1+TRAIL kill	TbHK1 inh
CC(C)NC(=O)c1ccc(CS(=O)(=O)c2ccc(Br)cc2)o1	0	-10	-18	-26	14	-2	3	-25	-4
O=C(OCc1ccccc1F)c1ccc2c(c1)-c1ccccc1C2=O	1	-3	-3	-13[20 µM]	5	1	2	8	8
Cc1[nH]c(=O)[nH]c(=O)c1S(=O)(=O)Nc1ccc(Oc2ccccc2)cc1	2	-8	-9	-15[20 µM]	10	2	2	2	-1
CCOc1cc(N2CCOCC2)c(OCC)cc1NC(=O)CCC1CCCC1	8	-2	-7	-23	10	-1	-3	8	-1

More records follow:
SMILES | BaF3 tox | RBBP9 inh | NCF1 inh | Furin inhibitor | EP2 antag | Ba/F3 V617F tox | p97 ATPase inh | PPC-1+TRAIL kill | TbHK1 inh
CC1=C(C(=O)Nc2nc3ccccc3s2)C(c2ccco2)C(C#N)=C(SCC(=O)NC2CCCCC2)N1 (stereo unspecified) | -1 | -23 | -40 | -14 | 8 | -6 | 7 | 5 | -8
Cc1ccccc1CSCC(=O)c1c(N)n(CC(C)C)c(=O)n(C)c1=O | 6 | -5 | -3 | -17[20 µM] | 14 | 0 | 0 | 27 | 0
Cc1cc(Cl)c(S(=O)(=O)N2CCN(c3ccccn3)CC2)cc1OCC(N)=O | 4 | 1 | -6 | -21 | 6 | 4 | -3 | 4 | 6
Cc1c(Br)cc(-c2nnco2)cc1Br | 7 | -1 | -3 | -14 | 1 | 5 | -4 | 12 | 7
O=S(=O)(CCSc1ccc(C(F)(F)F)cn1)c1ccccc1 | 2 | 0 | 1 | 1 | 6 | 1 | -3 | 22 | 1
CCCCCOc1ccc(C(=O)OCC(=O)Nc2cc(C)c(C)cc2[N+](=O)[O-])cc1 | -3 | -3 | -2 | -9 | 7 | -6 | 0 | 18 | -5
O=C(Nc1nc(-c2ccc(F)cc2)cs1)c1ccc(N2C(=O)CCC2=O)cc1 | 3 | 3 | -5 | -5 | 5 | -2 | 3 | -4 | 0
CCOc1ccc(C(=O)N2CCN(c3ccccc3)CC2)cc1OCC | 3 | -1 | -7 | -4 | 12 | -3 | 3 | 9 | -4
CCOc1ccc(CC(=O)N/N=C/c2cccnc2)cc1 | -3 | -1 | -1 | -23 | 3 | 2 | -2 | 8 | -10
Cc1cc(C)cc(-n2nnnc2SCC(=O)Nc2nc(-c3ccc(Cl)cc3)cs2)c1 | 2 | -7 | -12 | -15[20 µM] | 5 | -1 | 3 | -8 | 3
CCOc1ccc(C(c2c(O)nc(SC)n(C)c2=O)c2c(O)nc(SC)n(C)c2=O)cc1 | 2 | -1 | -10 | -23 | 4 | -3 | 2 | -11 | 0
CC(C)Cn1c(N)c(C(=O)COC(=O)c2cc(-c3ccccc3)nc3ccccc23)c(=O)n(C)c1=O | 3 | 1 | -6 | -7 | 8 | 2 | 5 | 7 | -13
O=C(NCCCl)NNc1c(Cl)cc(Cl)cc1Cl | 1 | -8 | -9 | -3 | 5 | 2 | -3 | -2 | 1
Cc1ccc(S(=O)(=O)N2CCN(C(=O)CSc3nc(N)cc(=O)[nH]3)CC2)c(C)c1 | 6 | -5 | -19 | -24 | 6 | 0 | 2 | 11 | -13
Cc1ccc(Oc2coc3cc(OC(=O)c4cccs4)ccc3c2=O)cc1 | 3 | -7 | -29 | -10 | 7 | 0 | 4 | 10 | -8
CN1CCN(C(=O)c2ccc3c(c2)N(Cc2cccc(Cl)c2)C(=O)c2ccccc2S3=O)CC1 (stereo unspecified) | 4 | -8 | nt | -25 | 7 | -5 | 1 | nt | -15
O=C(Nc1ccccc1)c1ccc2ccccc2n1 | 1 | -13 | -7 | -27 | 5 | 1 | -5 | 31 | -3
CC1CCCC(C)N1C(=O)Cn1cnc2cc([N+](=O)[O-])ccc2c1=O (stereo unspecified) | 6 | -2 | -4 | -20 | 3 | 3 | 4 | 19 | -2
O=C(c1ccccc1)N(Cc1ccco1)C1CCS(=O)(=O)C1 (stereo unspecified) | 1 | -4 | -3 | -13[20 µM] | 5 | -3 | 0 | 30 | 5
O=C(N/N=C/c1ccc2cccc(OCc3ccccc3)c2n1)c1ccc(Br)cc1 | 6 | -8 | -10 | -20[20 µM] | 16 | 3 | 0 | 18 | -6
